B2AR arrestin: beta2AR (human) beta-arrestin recruitment activity | P07550 | beta-arrestin recruitment to beta2AR, cell-based reporter | Potency, µM (top dose mostly 46.1 µM), inactives show at the top dose activation, hits mostly activators | 0.02% of 330,000 active;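 further: potency means the concentration at half of the fitted maximal effect; 0% = DMSO controls and full agonism = EC100 isoproterenol or metaproterenol; nearly all actives have a fitted effect of over 65% in size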
S-ASM inh: human S-ASM enzyme inhibition. placental ASM, HMU-PC fluorogenic substrate, 60 min. Potency, µM (series often up to 57.5 µM), for inactives: top-dose activity change, negative = inhibition, actives largely listed as inhibitors. 0.006% of 340,000 active. AID 504937; further: potency means the concentration at half of the fitted maximal effect
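qHTS format. ASM enzyme prepared from human placenta hydrolyses the fluorogenic substrate HMU-PC0 (9 uM final) over 60 min at 37 °C after a 10 min compound preincubation.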
PKM2 act: activators of human pyruvate kinase M2; purified PKM2, Kinase-Glo ATP luminescence, activation; response scale: 0% is enzyme alone, no compound; Potency, µM (doses to about 57.5 µM), for inactives: at the highest dose activation, hits mostly activators; P14618; 0.34% of 260,000 active; further: potency means the concentration at half of the fitted maximal effect; on the % scale 0 is the no-effect control and ±100 the full control effect; nearly all actives have a fitted effect of over 55% in size
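Kinase-Glo luminescence reports ATP generated from ADP (0.1 mM) and PEP (0.5 mM) by purified hPK-M2 after 1 h at room temperature, pH 7.2 imidazole buffer; intermediate enzyme activity allows detecting inhibitors and activators.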
TSG101-PTAP inh: blocks PTAP/TSG101 interaction to inhibit HIV-1 budding; Q99816; Fluorescence polarization, FITC-PTAP peptide / Tsg101 binding; 340,000 tested, under 10 active; Potency, µM (doses to about 115 µM), without a hit: at the highest dose activity change, negative = inhibition, hits mostly inhibitors; active means well fitted inhibition curve with a large enough effect in the main read-out, with a control signal flat, not every such curve was filed as active; inconclusive means small, poorly fitted or top-dose-only effect, or effect the other way, or a change in a side signal; inactive means no such curve, though single readings can be large or run the other way; further: potency means the concentration at half of the fitted maximal effect; % of control where 0% means no effect
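FP read-out: FITC-PTAP peptide, 50 nM final, binding Tsg101 binding domain, 10 uM final; 20 min, r.t.; 10 mM HEPES pH 7.5, 0.15 M NaCl, 0.01% Tween 20, 3 mM EDTA, 0.1 mM TCEP.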
GALK inhibitor: inhibitors of human galactokinase. P51570. Purified GALK, Kinase-Glo residual ATP luminescence. Potency, µM (titrated, usually from 57.5 µM), without a hit: at the top dose activity change, negative = inhibition, hits mostly inhibitors. 0.007% of 270,000 active; further: potency means the concentration at half of the fitted maximal effect; on the % scale 0 is the no-effect control and ±100 the full control effect
Target sequence (P51570 whole entry, looked up): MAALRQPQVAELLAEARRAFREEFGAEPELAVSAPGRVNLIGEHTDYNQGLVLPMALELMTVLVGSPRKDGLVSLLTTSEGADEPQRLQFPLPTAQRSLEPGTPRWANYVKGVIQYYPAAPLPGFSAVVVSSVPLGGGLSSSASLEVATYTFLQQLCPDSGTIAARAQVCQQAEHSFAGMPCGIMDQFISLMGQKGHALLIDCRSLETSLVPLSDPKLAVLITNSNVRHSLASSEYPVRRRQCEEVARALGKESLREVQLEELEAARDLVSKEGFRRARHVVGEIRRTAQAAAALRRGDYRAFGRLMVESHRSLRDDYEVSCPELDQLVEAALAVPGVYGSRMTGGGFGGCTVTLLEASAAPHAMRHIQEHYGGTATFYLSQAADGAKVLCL
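Luminescence from leftover ATP (Ultra-Glo luciferase/luciferin) served as read-out after a 1 h room-temperature reaction of 5 nM GALK with 35 uM ATP and 100 uM galactose.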
Tb PFK inh: T. brucei PFK enzyme inhibition; T. brucei PFK, ADP-Glo luminescence; 0.17% of 330,000 active; Potency, µM (doses to about 57.5 µM), for the others: top-dose activity, negative = inhibition, actives largely listed as inhibitors;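 further: potency means the concentration at half of the fitted maximal effect; 0% = uninhibited 1x PFK enzyme wells and -100% = no-enzyme wells; nearly all actives have a fitted effect of over 60% in size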
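In TEA buffer at pH 8.0 with 5 mM MgCl2, enzyme (1.25 nM) converted F6P (0.5 mM) and ATP (0.1 mM) for 45 min at room temperature. ADP product was read by luciferase luminescence.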
Menin MLL FP TR: menin-MLL binding inhibition, Texas Red mutant peptide | Potency, µM (series often up to 61.6 µM), inactives show at the highest dose FP activity change, negative = inhibition, actives largely listed as inhibitors | Menin + Texas Red MLL mutant peptide, fluorescence polarization | 0.23% of 270,000 active | O00255; active means well fitted inhibition curve with a large enough effect in the polarisation, with a control signal flat, not every such curve was filed as active; inconclusive means small, poorly fitted or top-dose-only effect, or effect the other way, or a change in a side signal; inactive means no such curve, though single readings can be large or run the other way; the % refers to the polarisation; further: potency means the concentration at half of the fitted maximal effect; % of control where 0% means no effect; many of its hits are not listed in these tables
Target sequence (O00255 whole entry, looked up): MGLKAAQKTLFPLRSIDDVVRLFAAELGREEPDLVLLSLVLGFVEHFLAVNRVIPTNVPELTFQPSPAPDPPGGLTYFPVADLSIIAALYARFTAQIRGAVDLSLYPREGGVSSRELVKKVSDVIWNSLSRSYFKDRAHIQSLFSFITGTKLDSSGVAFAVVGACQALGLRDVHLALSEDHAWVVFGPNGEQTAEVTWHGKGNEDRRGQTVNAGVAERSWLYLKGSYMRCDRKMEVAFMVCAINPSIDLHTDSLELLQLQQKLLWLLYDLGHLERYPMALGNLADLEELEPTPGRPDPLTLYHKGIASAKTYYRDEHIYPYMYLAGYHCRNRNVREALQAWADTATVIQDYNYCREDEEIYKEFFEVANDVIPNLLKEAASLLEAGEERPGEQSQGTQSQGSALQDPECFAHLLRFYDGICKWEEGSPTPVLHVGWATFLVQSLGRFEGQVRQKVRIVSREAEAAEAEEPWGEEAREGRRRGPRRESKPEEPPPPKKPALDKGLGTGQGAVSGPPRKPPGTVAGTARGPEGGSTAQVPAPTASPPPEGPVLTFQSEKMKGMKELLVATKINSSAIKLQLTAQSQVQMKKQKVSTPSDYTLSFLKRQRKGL
a7 integrin act: integrin-mediated muscular dystrophy alleviation activation; alpha7betagal myoblasts, beta-gal FDG fluorescence, 48 h; Potency, µM (highest dose often 38.3 µM), for the others: at the top dose activation, actives largely listed as activators; 0.064% of 350,000 active; AID 624291;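 further: potency means the concentration at half of the fitted maximal effect; 100% = response of the positive control SU9516; nearly all actives have a fitted effect of over 60% in size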
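Alpha7betagal+/- myoblasts (passage 13) were plated 16-24 hr, then exposed to compounds (1:260 dilution of DMSO stock) for 48 hours at 37C. After MPER lysis, β-galactosidase reporter activity was read as FDG fluorescence (ex 480/em 540) after 30 minutes.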
FBPA coupling cs: coupling enzyme interference in Giardia aldolase counter-screen; coupling enzyme system counterscreen, AmpLite Red fluorescence; activity change, negative = inhibition, % at 58.2 µM, hits read low; 0.67% of 290,000 active; AID 2472; in the data active means activity change below about -30%; further: on the % scale 0 is the no-effect control and ±100 the full control effect
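Final compound at 57.5 uM, incubated 10 min at RT with coupling enzyme reagent (glyceraldehyde-3-phosphate), then 20 min with substrate and AmpLite Red detection. Fluorescence read at 525/598 nm; tests interference with the coupling assay, not aldolase inhibition.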
BCR signal inh: chronic active BCR signaling inhibition; ABC-DLBCL IkBa-CBG/CBR reporter, luminescence ratio, 4 h; Potency, µM (top dose mostly 46.1 µM), without a hit: at the top dose ratio change, negative = lower green/red ratio, actives largely listed as inhibitors; 0.05% of 340,000 active; active means well fitted inhibition curve with a large enough effect in the signal ratio, with a control signal flat, not every such curve was filed as active; inconclusive means small, poorly fitted or top-dose-only effect, or effect the other way, or a change in a side signal; the % refers to the signal ratio;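 further: potency means the concentration at half of the fitted maximal effect; plate controls were basal doxycycline-induced cells for no effect and cells given 10 µM MG132 for full effect; MG132 reads +100%, hits lower the ratio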
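TMD8 human ABC-DLBCL cells with doxycycline-inducible IκBα–green luciferase fusion and unfused red luciferase, in 0.5% FBS medium; compounds up to 46 uM, 4 h at 37C. Green/red luminescence ratio, filter-overlap corrected, fitted to concentration-response curves.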
Giardia killer: kills Giardia lamblia. Giardia lamblia trophozoite viability. 0.15% of 340,000 active. activity change, % at 7.66 µM, hits read low. AID 540267; in the data active means activity change below about -80%; inconclusive means between about -30% and that limit;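 further: parasites exposed to compound for two days anaerobically before the ATP read; on the % scale 0 is the no-effect control and ±100 the full control effect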
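Giardia lamblia trophozoites (100 cells/well) were incubated with compounds for 48 h at 37 deg C under anaerobic conditions. Viability was read as ATP content by one-step luminescence after 15-30 min at room temperature.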
* marks the source's active call; other numbers are inactive results; ? = inconclusive; . = no result given; [ ] = remark or other dose. Unless noted, the call rests on the fitted dose curve; in most records, active means well fitted curve in the direction sought with a large enough effect; inconclusive means small, poorly fitted or top-dose-only effect, or another doubt; inactive means no such curve, though single readings can be large; an effect the other way counts as inactive or inconclusive. Not all compounds are listed, so the mix of outcomes need not match the whole.

entry	Compound	BCR signal inh	Giardia killer	FBPA coupling cs	PKM2 act	S-ASM inh	B2AR arrestin	Tb PFK inh	a7 integrin act	Menin MLL FP TR	GALK inhibitor	TSG101-PTAP inh
1	CC(C)(C)N1CC(C(=O)Nc2ccc(S(N)(=O)=O)cc2)CC1=O (stereo not given)	-2%	-3	2	0%[11.5 µM]	12%	3.1%	-1%	19%	6%	7%	-3%
2	COC(=O)c1c(NC(=O)c2ccn(C)n2)sc2c1CCC2	-1%	-2	0	12%	59%	-0.7%	5%	-5%	12%	-3%	1%
3	COc1ccc(OC)c2sc(N(CCN(C)C)C(=O)/C=C/c3cccs3)nc12	?	-15	.	.	-21%	-1.0%	-20%	-75%[inhibitor]	.	1%	5%
4	O=C(CSc1ncn(-c2ccccc2)n1)Nc1ccc2c(c1)OCCO2	-16%	2	3	4%	2%	0.1%	2%	-29%	1%	2%	0%
5	COC(=O)C1=C(C)N(CCc2c[nH]c3ccc(OC)cc23)C(=O)C1	-12%	1	2	-9%	5%	0.0%	0%	34%	8%	1%	-8%
6	CCOc1ccc2nc(N(CCCN(C)C)C(=O)c3ccc4c(c3)CCCC4)sc2c1	-3%	-1	.	7%	-8%	-0.5%	1%	-58%[inhibitor]	.	-6%	-2%
7	NC(=O)C1(N2CCCCC2)CCN(C(=S)Nc2cccc(Cl)c2)CC1	?	0	0	-3%	3%	-0.7%	-4%	-2%	-1%	1%	1%
8	O=C(NCC1CC1)Nc1cccc(Cl)c1	-7%	-3	-1	.	-1%	-0.5%	-14%	-10%	20%	0%	-3%
9	O=C1CCC([N+](=O)[O-])C(c2cccc(Br)c2)N1 (stereo not given)	-1%	2	2	-17%	1%	0.2%	-12%	10%	4%	1%	0%
10	O=C(NCCc1ccc(S(=O)(=O)N2CCCC2)cc1)c1cccs1	1%	3	1	0%	0%	-0.3%	0%	35%	-4%	1%	-4%
11	CCn1nnc(NC(=O)c2cccnc2)n1	1%	7	0	-3%	2%	0.5%	-4%	1%	18%	-2%	0%
12	Cc1ccccc1CS(=O)(=O)c1ccc(C(=O)N2CCOCC2)cc1[N+](=O)[O-]	?	-22	1	.	2%	0.0%	0%	-20%	11%	-1%	-2%
13	CC(Sc1nc(N)cc(=O)[nH]1)C(=O)Nc1cccc(Cl)c1 (stereo not given)	5%	-10	1	16%	0%	-1.8%	-7%	-14%	-4%	2%	-1%
14	CCCCC(c1nnnn1C1CCCC1)N1CCN(C2CCCC2)CC1 (stereo not given)	3%	1	1	-5%	2%	0.2%	-17%	-12%	-22%	5%	0%
15	O=C1C(=O)N(CCN2CCOCC2)C(c2ccccc2)/C1=C(\O)c1ccc2c(c1)OCCO2 (stereo not given)	7%	2	.	.	2%	-0.2%	2%	-1%	.	-3%	-3%
16	COC(=O)c1ccc(OCC(O)CN(CC(C)C)CC(C)C)cc1 (stereo not given)	-2%	10	0	9%	0%	0.3%	-7%	-13%	-9%	4%	-7%
17	COC(=O)c1ccc(NC(=O)CSCc2ccccc2C)cc1	-1%	-2	2	-4%	-7%	0.2%	3%	23%	5%	2%	-10%
18	O=C(CCc1nc(-c2ccccc2)no1)NCc1ccccc1CN1CCOCC1	-4%	9	.	.	-1%	0.3%	0%	-23%	.	.	2%
19	CC(C)CC(=O)N=C1SC2CS(=O)(=O)CC2N1Cc1ccccc1Cl (stereo not given)	2%	-7	-3	-4%	-2%	-0.3%	-2%	-19%	.	-1%	-2%
20	Fc1ccc(-c2csc(-c3ccncc3)n2)cc1	0%	2	2	-1%	5%	-0.2%	0%	13%	-1%	-3%	-2%
21	N#Cc1ccc(N/N=C/c2cn(-c3ccccc3)nc2-c2ccccc2)c([N+](=O)[O-])c1	-1%	-8	2	-5%	0%	-0.5%	-2%	-7%	4%	-1%	0%
22	CC(C)c1ccc(NC(=O)COC(=O)CC2CCCC2)cc1	-3%	4	.	.	-2%	0.2%	-4%	-3%	.	.	-1%
23	COc1cccc(C2CCCCN(C)C2=O)c1 (stereo not given)	-1%	14	0	-7%	0%	0.6%	-14%	?	.	1%	-3%
24	CC(/C=C/c1ccco1)=N/NC(=O)c1ccccc1Cl	?	-1	0	16%	1%	-0.3%	3%	-16%	-4%	2%	-9%
25	Cc1cc(/C=N/NC(=O)CC2(C)OCCO2)c(C)n1-c1ccc(Cl)c(Cl)c1	0%	-1	-1	-5%	-3%	-0.3%	3%	-12%	-12%	-1%	-3%
26	O=C(NCc1cccs1)C1CCCN(S(=O)(=O)c2ccc(Br)s2)C1 (stereo not given)	.	1	1	-11%	-4%	.	.	10%	8%	0%	-2%
27	S=c1[nH]nc(-c2ccco2)n1/N=C/c1cccc(Cl)c1	10%	0	-1	5%	-4%	0.1%	?	21%	.	-2%	-8%
28	CC(C)c1ccccc1NC(=O)COc1ccc2c(=O)c(Oc3ccc4ccccc4c3)coc2c1	?	.	-2	2%	.	3.3%	-3%	.	4%	-1%	.
29	CC(=O)Nc1c(O)c2ccccc2[nH]c1=O	?	6	-1	-2%	-1%	-1.0%	3%	-16%	2%	1%	-2%
30	O=C(NNc1ccccc1[N+](=O)[O-])Nc1ccc(F)cc1	-5%	-2	-7	1%	-1%	-0.2%	-12%	5%	4%	-2%	0%
31	Fc1ccc(N=C2NN=C(c3cc(F)ccc3F)CS2)cc1	?	0	0	-11%	-1%	0.1%	0%	-33%	12%	-2%	-1%
32	COC(=O)c1sc(SC)c(-c2ccon2)c1C	2%	3	4	-2%	-2%	-0.7%	-9%	14%	.	.	-1%
33	COc1c(F)c(F)c(C(=O)O)c(Nc2ccccc2C)c1F	1%	-8	-2	0%	4%	0.0%	5%	1%[7.66 µM]	1%	-1%	-4%
34	COc1ccc(S(=O)(=O)NC(C)C(=O)NCc2ccncc2)cc1C (stereo not given)	-10%	11	-6	-2%	1%	-0.6%	-1%	6%	-14%	10%	0%
35	CC1=C(C(=O)N2CCOCC2)C(c2cccs2)NC(=O)N1 (stereo not given)	-1%	-1	0	-5%	6%	-0.2%	2%	-3%	5%	0%	-2%
36	COc1ccc(C2C(C(N)=O)=C(C)Nc3nc(CCCO)nn32)cc1OC (stereo not given)	-7%	-1	2	.	0%	-1.0%	2%	8%	-11%	0%	-1%
37	COc1cc(/C=N/O)ccc1Oc1ccc([N+](=O)[O-])cc1[N+](=O)[O-]	?	-2	-8	0%	4%	-0.2%	0%	-42%	?	6%	-4%
38	CCOC(=O)NN1C(=O)c2ccccc2NC1c1ccc(OC)cc1 (stereo not given)	1%	-7	2	-4%	191%[activator]	-0.6%	0%	5%	-12%	0%	0%
39	CCCCN(CC)CCNC(=O)c1cc2c(=O)[nH]c3ccccc3c2s1	5%	10	-2	.	14%	-0.5%	1%	7%	-16%	-2%	-8%
40	COc1ccc(S(=O)(=O)N(C)C[C@H]2Oc3ccc(NS(=O)(=O)c4ccccc4)cc3C(=O)N([C@H](C)CO)C[C@@H]2C)cc1	?	2	.	.	-4%	-0.9%	0%	-14%	.	.	0%

Filtered by structure, the compounds so far containing a nitro group on carbon
entry	Compound	BCR signal inh	Giardia killer	FBPA coupling cs	PKM2 act	S-ASM inh	B2AR arrestin	Tb PFK inh	a7 integrin act	Menin MLL FP TR	GALK inhibitor	TSG101-PTAP inh
9	O=C1CCC([N+](=O)[O-])C(c2cccc(Br)c2)N1 (stereo not given)	-1%	2	2	-17%	1%	0.2%	-12%	10%	4%	1%	0%
12	Cc1ccccc1CS(=O)(=O)c1ccc(C(=O)N2CCOCC2)cc1[N+](=O)[O-]	?	-22	1	.	2%	0.0%	0%	-20%	11%	-1%	-2%
21	N#Cc1ccc(N/N=C/c2cn(-c3ccccc3)nc2-c2ccccc2)c([N+](=O)[O-])c1	-1%	-8	2	-5%	0%	-0.5%	-2%	-7%	4%	-1%	0%
30	O=C(NNc1ccccc1[N+](=O)[O-])Nc1ccc(F)cc1	-5%	-2	-7	1%	-1%	-0.2%	-12%	5%	4%	-2%	0%
37	COc1cc(/C=N/O)ccc1Oc1ccc([N+](=O)[O-])cc1[N+](=O)[O-]	?	-2	-8	0%	4%	-0.2%	0%	-42%	?	6%	-4%

From PubChem BioAssay
